High-throughput results from PubChem BioAssay.
KKLEB cytotox: cytotoxicity in KKLEB CF airway cells, primary screen, cytotoxicity control for CF NF-kB inhibitor project, cell-based, uHTS, fluorescence assay plates. KKLEB CF airway cells viability, ATPlite luminescence, overnight; hits give low values; cells stimulated with P. aeruginosa culture filtrate. 360,000 compounds, 0.36% hits. activity change (cytotoxicity), % at 5 µM;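 active = corrected activity change at or below -50% at 5 µM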
Shn3 3UTR inh: reduction of Shn3 3'UTR firefly luciferase signal, primary screen, Schnurri-3 inhibitor project, cell-based, Clone20 osteoblasts, set 2; Clone20 osteoblast Shn3 3'UTR firefly luciferase, 24 h; 360,000 compounds, 0.52% hits; inhibition, % at 12.5 µM;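 active = mean inhibition of at least 75% with every replicate also reaching 75%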;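 also: 0% = median of neutral control wells and 100% = pilot-screen positive control compound; some compounds past the cut are filed as inactive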
TWEAK Fn14 block: inhibitors of TWEAK-Fn14 signaling, primary screen, luciferase reporter cells, uHTS; TWEAK-stimulated Fn14 reporter cells, luciferase luminescence, 8 h; inhibition, % at 10 µM; 360,000 compounds, 2% hits; in the data active = inhibition above about 50%
C8 TRAIL sens: viability loss with TRAIL in NB7+C8 cells, primary screen, TRAIL sensitizer project, cell-based, ATPlite luminescence; inhibition (viability loss, TRAIL sensitization), % at 10 µM; 360,000 compounds, 1% hits; AID 624354, 2012;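 active = compounds causing at least 50% loss of cell viability in the single-dose screen, relative to plate controls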
HIF-2a block: HIF-2a reporter inhibitors, primary screen, luminescence, 786-0 RCC cells | 786-0 RCC cells HIF-2a reporter, luciferase luminescence, overnight | inhibition, % at 18.8 µM | 360,000 compounds, 0.72% hits;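 active = inhibition of the luminescence signal of 40% or more relative to plate controls, in a single-dose primary screen at 18.75 µM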
TROY signal inh: inhibitors of TROY-driven NF-kB signaling, primary screen, Q293 LMP1-TROYcd cells, NF-kB luciferase, uHTS; Q293 LMP1-TROYcd NF-kB luciferase reporter, 4 h; inhibition, % at 10 µM; 360,000 compounds, 0.98% hits; AID 1347056, 2019;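 active = compounds whose plate-normalised and pattern-corrected inhibition of the luciferase reporter signal at the single screening dose is 50% or more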
MITF TRPM1 inh: inhibitors of MITF-dependent TRPM1 promoter reporter, primary screen, cell-based, SK-MEL-5, single point, luciferase. inhibition, % at 12.5 µM. 330,000 compounds, 0.83% hits. AID 488899, 2010. SK-MEL-5 TRPM1 promoter luciferase, 24 h;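 active = mean inhibition across replicates of 60% or more, whatever share of single replicates reaches that level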; also: values of inactives mirror those of a sister screen read the other way
Peg3 prom inh: Peg3 promoter-driven luciferase inhibitors, primary screen, cell-based, HeLa, luciferase luminescence; HeLa PEG-Prom luciferase reporter, overnight; 360,000 compounds, 1.7% hits; inhibition, % at 20 µM; AID 588405, 2011;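 active = inhibition of at least 50% at 20 µM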
NR2E3 ag-1: inhibitors of NR2E3-RetCOR corepressor binding, primary screen, NR2E3 agonist project, biochemical, TR-FRET, GST-NR2E3, biotin-RetCOR; Photoreceptor-specific nuclear receptor (Homo sapiens), Q9Y5X4; AID 2300, 2010; inhibition of corepressor binding, % at 4.78 µM; 320,000 compounds, 0.12% hits; 1536-well;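 active = percent inhibition above the cutoff of mean plus 3 SD of all tested compounds, set per screening campaign, cut at about 20% in these data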;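 also: 0% = DMSO wells and 100% = biotin wells as full block of FRET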
Target sequence (Q9Y5X4 whole entry, looked up): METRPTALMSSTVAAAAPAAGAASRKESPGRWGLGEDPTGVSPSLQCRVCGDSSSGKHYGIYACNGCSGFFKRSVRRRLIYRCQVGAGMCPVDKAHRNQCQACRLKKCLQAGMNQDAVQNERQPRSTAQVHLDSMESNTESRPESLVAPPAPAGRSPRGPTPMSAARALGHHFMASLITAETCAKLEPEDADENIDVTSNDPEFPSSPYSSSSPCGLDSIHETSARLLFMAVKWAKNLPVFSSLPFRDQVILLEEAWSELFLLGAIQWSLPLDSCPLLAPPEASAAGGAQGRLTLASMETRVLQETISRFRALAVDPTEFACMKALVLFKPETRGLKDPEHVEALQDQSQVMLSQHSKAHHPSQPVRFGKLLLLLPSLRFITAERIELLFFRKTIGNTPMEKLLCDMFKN
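Test system: GST-NR2E3 and biotin-RetCOR proteins | Quantity: 1.35 nM GST-tagged NR2E3 final | Medium: Tris pH 7.5 | Also added: 7 nM biotin-RetCOR | Dosing: Compound at 4.8 µM, single dose | Timing: 5 h at 4 °C | Detection: Time-resolved FRET | Read-out basis: Percent inhibition | Benchmarks: Biotin wells as high control, 0.6% DMSO wells as low control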
CF NFkB inh: inhibitors of PAF-induced NF-kB signaling, primary screen, cell-based, GFP fluorescence, uHTS; AID 588850, 2011; inhibition, % at 5 µM; KKLEB NF-kB-GFP reporter, GFP fluorescence overnight; 360,000 compounds, 0.86% hits;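 active = at least 50% inhibition at 5 µM, scaled per plate between neutral and stimulator controls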;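 also: PAF is a Pseudomonas aeruginosa culture filtrate used as stimulus; plate controls were PAF-stimulated DMSO wells for no effect and unstimulated DMSO wells for full effect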
NR2E3 ag-2: NR2E3 agonists in two-hybrid cells, primary screen, cell-based, luminescence, CHO-S, Gal4-NCOR/VP16-NR2E3; Photoreceptor-specific nuclear receptor (Homo sapiens), Q9Y5X4; luciferase; inhibition of corepressor binding, % at 3.98 µM; 360,000 compounds, 0.35% hits; AID 602229, 2012;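 active = inhibition above the mean of all tested compounds plus 3 SD, cut at about 70% in these data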;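 also: 0% = DMSO with NR2E3 transfected cells and 100% = cells lacking NR2E3 construct; higher means lower luciferase signal from less NR2E3 corepressor binding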
Numbers without * were called inactive; nt = no result given.

SMILES	KKLEB cytotox	Shn3 3UTR inh	TWEAK Fn14 block	C8 TRAIL sens	HIF-2a block	TROY signal inh	MITF TRPM1 inh	Peg3 prom inh	NR2E3 ag-1	CF NFkB inh	NR2E3 ag-2
CCCC1Cc2nc(N3CCCCC3)c(C#N)cc2CO1 (stereo not drawn)	-15	-16	-9	-23	-31	20	0	-12	-3	6	-27
COCCCn1cc(C(=O)c2cc(Br)ccc2O)cc(C#N)c1=O	2	3	6	-9	19	-4	3	31	1	0	-31
Cn1c(/C=C/c2ccccc2)nc2ccccc2c1=O	-9	-49	-16	-8	-200	-48	-16	-217	-2	-12	-25
Cc1nc(SCc2cccc(Oc3ccccc3)c2)n[nH]1	8	-13	-29	2	-164	-50	-35	-142	0	1	-58
Cc1cccc(NCc2nc3ccccc3n2C)c1	-1	-31	-1	-9	-264	-73	-40	-230	3	0	-112
COC(=O)c1c(C)[nH]c(C)c1C(C)=O	0	nt	-23	-22	1	-8	1	3	1	-26	-13
Cc1ccc(CNC(=O)Cc2ccc(-n3cccc3)cc2)cc1	-19	-9	9	-3	3	6	11	22	2	21	-13
CCc1cc(Cn2nc(-c3ccccc3)cc2C(=O)NCc2ccccc2OC)on1	7	16	6	-12	-15	-17	-6	-15	5	-18	3
N#CCCN(C(=S)NC(=O)C1CCCCC1)c1ccccc1F	2	32	-12	-6	2	-6	5	-1	nt	-6	-3
O=C(NNC(=O)c1cc(-c2cccc(Br)c2)nc2ccccc12)c1csc(N2CCOCC2)n1	9	2	-16	-15	-12	-23	16	22	4	-46	4
CCOc1nc(C)nc(NC(=O)NS(=O)(=O)c2ccccc2Cl)n1	-2	7	-5	-20	9	-11	3	-10	-5	-18	-10
Cc1ccc2nc(COc3ccc(N(C)S(=O)(=O)c4ccccc4)cc3)cc(=O)n2c1	4	4	-4	1	-34	20	12	6	-4	-22	22
O=S(=O)(NCC1CCCO1)c1ccc(Cl)nc1 (stereo not drawn)	2	3	-15	-6	17	-19	-1	7	-3	-9	9
Cc1ccc(SC[C@H](Cc2ccccc2)N2CCN(CCc3ccccc3)CCC2=O)cc1	-12	16	-18	10	3	-14	-8	-7	2	0	5
COC(=O)C1=C(CS(=O)(=O)c2ccccc2)NC(=O)NC1c1ccc(O)cc1 (stereo not drawn)	12	-38	-2	-6	5	-2	3	4	2	2	-3
COc1cccc(NC(=O)N2CCCC2C(=O)NC2CCCCC2)c1 (stereo not drawn)	2	3	-17	-9	7	-14	-5	-8	1	12	-13
Cc1ccc(C(=O)OC(C)C(=O)Nc2ccc(Cl)cn2)s1 (stereo not drawn)	-18	-9	8	-30	15	7	8	4	4	10	11
COc1ccc(S(=O)(=O)CCc2nnc(NC(=O)c3ccc(F)cc3)s2)cc1	5	2	2	13	13	1	-3	-9	1	-7	-4
COc1ccccc1-c1nnc(SCC(=O)Nc2ccccc2)o1	14	-27	-17	3	-203	4	-33	-189	0	-3	0
N#CCc1nn(-c2ccccc2)c(N)c1C#N	-6	9	9	-9	10	5	-2	12	-1	1	-10
O=C(NC1CCCC1)c1csc2c1CCCC2	-12	-13	-18	4	-14	5	-7	-26	1	7	-14
CCOC(=O)C(=CNc1cc(C)ccn1)C(=O)OCC	-3	-21	-24	-6	-23	-1	-2	-13	-1	-3	6
Cc1ccc([N+](=O)[O-])c(NC(=O)COC(=O)CCNS(=O)(=O)c2cccs2)c1C	-1	2	-6	-5	5	-4	nt	4	nt	-1	-9
Cc1cccc(C)c1NC(=O)C1C2C=CC(C2)C1C(=O)O (stereo not drawn)	2	-4	-11	6	18	15	9	11	-2	17	-5

One compound at a time (already shown). Values in the order: KKLEB cytotox | Shn3 3UTR inh | TWEAK Fn14 block | C8 TRAIL sens | HIF-2a block | TROY signal inh | MITF TRPM1 inh | Peg3 prom inh | NR2E3 ag-1 | CF NFkB inh | NR2E3 ag-2
COC(=O)C1=C(CS(=O)(=O)c2ccccc2)NC(=O)NC1c1ccc(O)cc1 (stereo not drawn) across the screens: 12 | -38 | -2 | -6 | 5 | -2 | 3 | 4 | 2 | 2 | -3
N#CCc1nn(-c2ccccc2)c(N)c1C#N across the screens: -6 | 9 | 9 | -9 | 10 | 5 | -2 | 12 | -1 | 1 | -10
Cc1nc(SCc2cccc(Oc3ccccc3)c2)n[nH]1 across the screens: 8 | -13 | -29 | 2 | -164 | -50 | -35 | -142 | 0 | 1 | -58

The list goes on.
SMILES	KKLEB cytotox	Shn3 3UTR inh	TWEAK Fn14 block	C8 TRAIL sens	HIF-2a block	TROY signal inh	MITF TRPM1 inh	Peg3 prom inh	NR2E3 ag-1	CF NFkB inh	NR2E3 ag-2
COc1cccc(C(=O)OCC(=O)N2CCc3ccccc3C2)c1OC	0	-18	-10	3	6	-14	nt	2	nt	2	-29
COc1ccc(C(=O)OCC2CC(c3ccccc3)=NO2)cc1OC (stereo not drawn)	-2	-4	-9	-4	-12	-11	0	9	-2	1	-15
O=C(Nc1ccc(F)c(Cl)c1)C1CCCN(C2=NS(=O)(=O)c3ccccc32)C1 (stereo not drawn)	2	4	-22	-4	6	-8	7	28	4	3	14
CCOC(=O)c1c(C)[nH]c(C)c1C(=O)CSc1nc2ccccc2c(=O)n1-c1ccc(C)cc1	6	-2	-3	0	12	-7	7	1	2	7	8
Cc1cc(=O)[nH]c(SCC(=O)Nc2ccc3c(c2)CCC3)c1C#N	4	0	2	-6	-2	16	5	-30	0	9	55
Cc1nc(C)c(-c2ccc(SCc3ccc([N+](=O)[O-])cc3)nn2)s1	-2	17	-24	14	-25	-17	-2	-5	-1	-21	-1
O=C(NCC(c1cccnc1)N1CCN(c2ccc(F)cc2)CC1)OCc1ccccc1 (stereo not drawn)	-4	32	8	1	21	28	-2	15	-1	-3	19
CCN(CC)CCn1c(O)c(N=O)c2ccccc21	14	-5	-5	-9	-3	-18	-18	11	1	1	-16
CCCCCNC(=O)c1ccc2c(=O)n(CC3CCCO3)c(=O)[nH]c2c1 (stereo not drawn)	-12	0	8	22	21	-1	8	4	-4	9	-16
Cc1cc(C)nc(SCNC(=O)c2ccc(Cl)cc2)n1	-3	1	-7	-6	-13	0	11	-4	1	6	18
CC(NC(=O)CN1C(=O)NC(C)(C2CC2)C1=O)c1ccc(F)cc1 (stereo not drawn)	2	0	-9	2	14	-10	4	15	nt	4	2
O=C(O)C[C@H]1c2ccccc2S(=O)(=O)N1c1ccccc1	2	5	-2	-11	12	-8	-3	10	2	16	5
O=C(NCC1CC1)c1ccccc1Cl	-2	-5	8	14	9	15	-13	3	0	1	-38
O=C(CCNC(=O)C1CCN(S(=O)(=O)c2ccccc2)CC1)NCc1cccc(C(F)(F)F)c1	10	8	8	-7	19	10	-1	8	0	-5	4
C#CCOCCOCCOCCNc1nc(N2CCN(C(=O)C([C@@H](C)CC)n3cc(C(N)CO)nn3)CC2)nc(N2CCN(C(=O)[C@H](CCC(=O)O)n3cc(C(N)CC(C)C)nn3)CC2)n1 (stereo partly drawn)	8	-33	-9	9	2	-2	5	-1	4	-8	-4
COc1ccc(NC(=O)c2ccc(C(=O)c3cc(OC)ccc3OC)cc2)cc1	-11	-12	-2	10	-16	0	-21	14	4	5	2
S=C1NCCOCCNC(=S)NCCOCCOCCOCCN1	5	-37	-6	0	10	9	-6	-4	1	3	-19
O=C(/C=C/c1cccs1)N1CCCCC1	8	-31	-15	4	-157	-45	-53	-94	4	1	-39
Cc1[nH][nH]c(=O)c1C(c1ccc(O)c([N+](=O)[O-])c1)c1c(C)[nH][nH]c1=O	-1	0	42	17	12	3	-6	0	-2	-5	-4
COc1ccc(N2CCN(C3CC(=O)N(c4ccc5c(c4)OCCO5)C3=O)CC2)cc1 (stereo not drawn)	1	-7	16	-11	-3	-7	-9	7	0	-4	3
CCN(CC)CCOc1ccc(/C(=C(\Cl)c2ccccc2)c2ccccc2)cc1	32	-38	-28	16	10	4	-6	81*	3	39	13
CCCCS(=O)(=O)N1CCN(S(=O)(=O)c2ccc(Cl)s2)CC1	-2	-12	0	2	9	-3	-2	19	1	10	-23
O=C(CCc1ccncc1)N1CCCC(Nc2ccc(F)cc2)C1 (stereo not drawn)	-18	18	3	-9	8	28	-12	8	0	29	-1

Among those listed so far, these contain two or more sulfur atoms.
SMILES	KKLEB cytotox	Shn3 3UTR inh	TWEAK Fn14 block	C8 TRAIL sens	HIF-2a block	TROY signal inh	MITF TRPM1 inh	Peg3 prom inh	NR2E3 ag-1	CF NFkB inh	NR2E3 ag-2
COc1ccc(S(=O)(=O)CCc2nnc(NC(=O)c3ccc(F)cc3)s2)cc1	5	2	2	13	13	1	-3	-9	1	-7	-4
Cc1ccc([N+](=O)[O-])c(NC(=O)COC(=O)CCNS(=O)(=O)c2cccs2)c1C	-1	2	-6	-5	5	-4	nt	4	nt	-1	-9
Cc1nc(C)c(-c2ccc(SCc3ccc([N+](=O)[O-])cc3)nn2)s1	-2	17	-24	14	-25	-17	-2	-5	-1	-21	-1
S=C1NCCOCCNC(=S)NCCOCCOCCOCCN1	5	-37	-6	0	10	9	-6	-4	1	3	-19
CCCCS(=O)(=O)N1CCN(S(=O)(=O)c2ccc(Cl)s2)CC1	-2	-12	0	2	9	-3	-2	19	1	10	-23

This is a subset; count on the stated rates, not on these rows.
